# TAG inh – inhibitors of triacylglycerol accumulation. H9c2 cells, Nile Red lipid (TAG) fluorescence; cells loaded with 200 µM oleic acid. inhibition, % at 12.5 µM. 230,000 tested, 0.66% active;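 active = pattern-corrected inhibition of lipid staining of at least 50% with the nuclear-stain viability signal not falling by more than 50%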;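 also: 0% = DMSO wells and 100% = triacsin C control wells; some results filed as inactive read as strong as hits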
# TAG inh DAPI viability – recorded beside TAG inh, whose call it bears; DAPI nuclei signal change (viability), lower = more cytotoxic, %;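 whole-well DAPI fluorescence read on a plate reader as a viability signal; minus 50 percent equals half of cells still viable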
# Numbers without * were called inactive.
compound	TAG inh DAPI viability	TAG inh
N#CC1=C(N)Oc2cc3ccccc3cc2C1c1cccs1 (stereo not given)	5	9
CCOC(=O)c1ccccc1NC(=O)COC(=O)C(CCSC)NC(=O)COc1ccccc1 (stereo not given)	5	-6
COc1cccc(-c2nc(CS(=O)CC(=O)NCc3ccccc3)c(C)o2)c1 (stereo not given)	-8	1
CCOc1cc(N2CCOCC2)c(OCC)cc1NC(=O)c1ccc(F)c(S(=O)(=O)N2CCOCC2)c1	-9	8
Cn1c(NCc2ccc3occc3c2)nc2cc(-c3ccc(F)cc3)sc2c1=O	-4	-1
COc1cc(/C=C/CN2CCN(Cc3ccc(C)o3)C(CCO)C2)ccc1O (stereo not given)	12	8
O=C(OCc1nnc(-c2ccc(Cl)cc2)o1)C12CC3CC(CC(O)(C3)C1)C2	7	-2
CCN(Cc1ccc(OC)c(F)c1)C(=O)CCl	-18	30
CC(C)Cc1nc2oc3c(NCC(C)O)ncnc3c2c2c1CCCC2 (stereo not given)	13	7
O=C(OCc1nc2ccccc2s1)c1cnccn1	-13	-8
NC(=O)c1ccccc1N/C=C1\CCCCC1=O	0	-14
COCC(=O)N(C)C[C@H]1N[C@@](Cc2ccccc2)(C(=O)OC)[C@H]2C(=O)N(Cc3ccccc3)C(=O)[C@@H]12	-5	1
Cc1nn(CC(C)C)c(Cl)c1C(=O)N(C)CC(=O)Nc1ccc(Cl)cc1	-6	6
CCCCN(C(=O)CSCC(=O)Nc1ccc(C)cc1)c1c(N)n(CC(C)C)c(=O)[nH]c1=O	-7	-2
COc1ccc(OC)c(Nc2nc(-c3sc(C)nc3C)cs2)c1	-3	20
CCc1ccc(Nc2n[n+](-c3ccccc3)c(-c3ccc(OC)c(Br)c3)s2)cc1	13	-15
Cc1cc(NS(=O)(=O)c2ccc(NC(=S)Nc3ccc(Cl)cc3C)cc2)no1	4	-2
CC(C)(C)NC(=O)CSc1ccc(C(C)(C)C)cc1	-6	-13
COc1ccc(/C=C/C(=O)OCC(=O)NCCC2=CCCCC2)cc1OC	6	-3
CC(OC(=O)/C=C/c1ccc2ccccc2n1)C(=O)N(C)c1ccccc1 (stereo not given)	-5	8

# The final five records of the section before lead into the next:
compound	TAG inh DAPI viability	TAG inh
CCc1ccc(Nc2n[n+](-c3ccccc3)c(-c3ccc(OC)c(Br)c3)s2)cc1	13	-15
Cc1cc(NS(=O)(=O)c2ccc(NC(=S)Nc3ccc(Cl)cc3C)cc2)no1	4	-2
CC(C)(C)NC(=O)CSc1ccc(C(C)(C)C)cc1	-6	-13
COc1ccc(/C=C/C(=O)OCC(=O)NCCC2=CCCCC2)cc1OC	6	-3
CC(OC(=O)/C=C/c1ccc2ccccc2n1)C(=O)N(C)c1ccccc1 (stereo not given)	-5	8
COc1ccccc1NS(=O)(=O)c1cc(NC(=O)c2cccc(S(=O)(=O)N(C)C)c2)ccc1N1CCOCC1	-9	27
CC(=O)n1cc(Nc2ccc([N+](=O)[O-])cc2)c2ccccc21	-8	19
O=C(NCC(c1cccs1)N1CCOCC1)c1ccccc1NS(=O)(=O)c1ccc(Cl)cc1 (stereo not given)	1	-4
C[C@@H]1CN([C@H](C)CO)C(=O)CCCn2nncc2CO[C@@H]1CN(C)C(=O)Nc1cccc2ccccc12	1	0
O=C(CN1CCN(c2ccc(Cl)cc2)CC1)N1CCCC1	-6	10
Fc1ccc(CN2CCN3CCCC3C2C2CCCCC2)cc1F (stereo not given)	13	-4
CN1CCN(c2ccc(NC(=O)c3ccc(C(F)(F)F)cc3)cn2)CC1	7	0
O=C(Cc1ccccc1[N+](=O)[O-])NCc1ccc(Cl)cc1	6	-6
FC(F)(F)c1cccc(NC(=S)N2CCCCCC2)c1	5	4
O=C(Nc1cccc(-n2cccn2)c1)C1CCCN(Cc2cccc(F)c2F)C1 (stereo not given)	4	-3
CCOC(=O)N1CCC2(CC1)C(C#N)=C(N)OC1=C2C(=O)CC(C)(C)C1	-10	8
Nc1c(C(=O)NCc2ccco2)nnn1Cc1ccccc1	-2	6
CCCc1c(O)nc(SC2CC(=O)N(c3ccc(C)c(Cl)c3)C2=O)[nH]c1=O (stereo not given)	0	2
COc1ccc(NC(=O)CSc2nnc(CNC(=O)c3ccco3)n2-c2ccccc2OC)cc1	-3	5
CCCCCSc1nc2c(c(=O)[nH]c(=O)n2C)n1C(C)C	9	-48
CC1CCN(C(=O)COC(=O)c2cc(=O)[nH]c3ccccc23)CC1	-2	-10
CC1(C)Cc2c(ccc3ccccc23)C2=C(C(=O)N3CCCC3)C(=O)C(=O)N21	3	-22
O=[N+]([O-])c1ccc2[nH]ncc2c1	9	-1
COc1ccc(F)cc1S(=O)(=O)NCC1CCCO1 (stereo not given)	6	4
CCN(CC)CCCNC(=S)N1CCN(c2nc3ccccc3n2CC)CC1	-3	5

# (continued)
compound	TAG inh DAPI viability	TAG inh
CCC(C)(C)n1nnnc1C(c1ccc(C)cc1)N1CCSCC1 (stereo not given)	-2	-19
CC1CCCC(C)N1CCCNC(=O)C1CCCN(S(=O)(=O)N2CCCCC2)C1 (stereo not given)	-10	8
CCN1CCN(C(=O)c2cc(S(=O)(=O)N3CCCCC3)ccc2Cl)CC1	0	37
C/C(=N\NC(=O)COc1ccccc1)c1ccc(O)cc1	-2	-13
O=S(=O)(Nc1ccc2c3c(cccc13)CC2)c1ccccc1	-4	3
CCOC(=O)C(=O)c1c(-c2ccccc2)nc2ccccn12	-3	-9
O=C1c2ccccc2CCc2ccc(Br)cc21	3	-5
O=S1(=O)N[C@@H](Cc2ccccc2)COc2cc(Br)ccc21	-8	1
O=C(c1ccco1)N1CCN(C(=O)c2cc(-c3ccncc3)nc3ccc(Br)cc23)CC1	2	3
CC(C)Cc1ccc(-c2cc3nc(NCc4cccc(Cl)c4)ccn3n2)cc1	34	18
COc1ccccc1CNC(=O)CN1C(=O)N(C)C2(CCCCC2)C1=O	6	5
COc1ccc(C2C3=C(CCCC3=O)N(CC(=O)O)C3=C2C(=O)CCC3)cc1Cl	8	4
Cc1nc2c(ncn2-c2ccccc2)c(=O)n1NC(=O)CN1CCN(C)CC1	5	3
COc1ccc(C(=O)Nc2ccc(C3CC3(Cl)Cl)cc2)cc1 (stereo not given)	1	9
O=C(O)CCCCCN1C(=O)/C(=C/c2cn(-c3ccccc3)nc2-c2cccs2)SC1=S	-5	8
COc1cccc2c(=O)cc(C)n(CC(=O)Nc3ccc(Br)cc3)c12	2	1
O=C(CSc1ccc2c(c1)OCCO2)NCc1ccccc1	-18	4
CCN(CC)CCNc1cc(C)c(C#N)c2nc3ccccc3n12	64	5
Cc1ccccc1NC(=O)Cn1nnc(-c2ccc(CN3CCC(C)CC3)cc2)n1	15	-18
Cc1cc(C)cc(NC(=O)C(Sc2nnc(C)c(=O)[nH]2)c2ccccc2)c1 (stereo not given)	1	2

# Remaining list, next part
compound	TAG inh DAPI viability	TAG inh
C/C(=N\NC(=O)CCc1ccccc1)C1C(=O)c2ccccc2C1=O	-8	11
CCN(CC)CCN1C(=O)c2ccccc2NC1c1cccc(F)c1 (stereo not given)	82	-6
COc1ccc(CCNC(=O)C2CCN(S(=O)(=O)c3ccc(OC)cc3)CC2)cc1	11	-11
CCN(CC(=O)Nc1c(F)cccc1F)C(=O)c1ccc(-n2cncn2)c([N+](=O)[O-])c1	-2	4
CCOC(=O)N1CCN(C(=O)CSc2ncnc3ccccc23)CC1	10	-9
COc1cc(CNC(=O)C2CC(O)CN2C(=O)Nc2ccccc2)cc(OC)c1OC (stereo not given)	6	8
Clc1cccc(-c2ccc(CNCCCN3CCOCC3)o2)c1	13	-2
O=[N+]([O-])c1ccc(CSc2ccc(S(=O)(=O)N3CCCCCC3)cn2)cc1	2	-71
C=CCCC(=O)N1CCCC(Cc2cccc(Cl)c2)(C(=O)OCC)C1 (stereo not given)	0	-10
COc1ccc(OCC(O)CNC(=O)c2sccc2Cl)cc1 (stereo not given)	2	-3
CSc1ccc(S(=O)(=O)Nc2ccc(F)cc2)cc1	-3	-10
COc1ccc(Br)cc1CSC(=N)N	-1	1
CCCCNc1c([N+](=O)[O-])ncn1C	-9	4
COc1ccc(N(CC(=O)NCCSCc2ccc(C)cc2)S(=O)(=O)c2ccccc2)cc1	-5	-8
COc1ccc(C#Cc2cnc3c(c2)C(=O)N([C@@H](C)CO)C[C@@H](C)[C@@H](CN(C)CC2CCOCC2)O3)cc1	11	0
COc1ccc(-c2ccc3c(c2)S(=O)(=O)c2cccc(C(=O)NC[C@@H]4CCCO4)c2C3=O)cc1OC	2	33
O=C(OCc1ccccc1)C1CCN(S(=O)(=O)c2cccs2)CC1	-4	1
COc1ccccc1-n1cnnc1SCC(=O)N1CCN(S(=O)(=O)c2ccccc2)CC1	-1	-3
CCN(CC)CCN(C(=O)c1ccc2c(c1)CCCC2)c1nc2c(C)cccc2s1	27	-16
Cc1cc(C)cc(NC(=O)CCn2cnc3cc(C)c(C)cc32)c1	2	-14

# Two entries drawn at random from those above:
compound	TAG inh DAPI viability	TAG inh
COc1ccc(-c2ccc3c(c2)S(=O)(=O)c2cccc(C(=O)NC[C@@H]4CCCO4)c2C3=O)cc1OC	2	33
COc1ccc(C#Cc2cnc3c(c2)C(=O)N([C@@H](C)CO)C[C@@H](C)[C@@H](CN(C)CC2CCOCC2)O3)cc1	11	0

# More compounds follow.
compound	TAG inh DAPI viability	TAG inh
COc1ccc(CCN2CC(C(=O)N(C)Cc3cccnc3)CC2=O)cc1OC (stereo not given)	-4	-10
Cc1cc(C)n(-c2ccc(C(=O)N3CCN(S(=O)(=O)c4ccc(Cl)cc4)CC3)cc2)n1	-10	13
CC1=CC(C)[C@H](/C=N/n2c(=O)[nH]c3c([nH]c4ccc(Br)cc43)c2=O)C(C)C1 (stereo not given in full)	-53	74
CC(C)CNC(=O)Nc1ccccc1F	2	3
CCOC(=O)C(O)(CC(=O)c1ccc(OC)cc1)C(F)(F)F (stereo not given)	-7	2
CC(C)NC(=O)Nc1ccc2c(c1)C(=O)N([C@H](C)CO)C[C@H](C)[C@@H](CN(C)S(=O)(=O)c1ccccc1)O2	0	3
O=C(C1CCCCN1S(=O)(=O)c1ccccc1[N+](=O)[O-])N1CCOCC1 (stereo not given)	-7	-3
Cn1c(=O)n(C)c2cc(NC(=O)c3ccc(F)cc3)ccc21	7	11
C=CC[C@@H](CC(=O)N(CCO)Cc1ccccc1)C(=O)NCCOC(=O)[C@@H](CC=C)Cc1ccc(F)cc1	-5	6
Cc1nc(C)c(C(=O)OCC(=O)NCc2ccccc2)s1	1	11
Cc1nc2ccc(NC(=O)N3CCN(c4ccccn4)CC3)cc2s1	-16	17
CCc1ccc(-c2nc(SCC(=O)N3CCOCC3)n[nH]2)cc1	-6	9
Cc1occc1C(=O)N1CCCC(N2CCN(c3ccccc3F)CC2)C1 (stereo not given)	2	1
Cc1ccc(-c2nc3ncccn3c2Nc2ccc3c(c2)OCCO3)cc1	-5	4
O=[N+]([O-])c1cc(C(F)(F)F)ccc1NCCc1ccccn1	1	-18
CCn1c(=S)[nH]c2sc3c(c2c1=O)CCCC3	-1	-1
Cc1ccc(S(=O)(=O)N2CCOCC2)cc1C(=O)OCC(=O)c1c(N)n(C)c(=O)n(C)c1=O	-2	-31
CCCOc1ccc(N2CC(C(=O)Nc3ccc4c(c3)OCO4)CC2=O)cc1 (stereo not given)	-8	-15
CN(C)/C=C1\C(=O)Oc2ccccc2C1=O	-18	14
O=C(Cc1ccc(NC2=NC3CS(=O)(=O)CC3S2)cc1)Nc1ccc(F)cc1 (stereo not given)	-1	0

# Following part:
compound	TAG inh DAPI viability	TAG inh
CC(=O)c1ccc(S(=O)(=O)Nc2ccc(Cl)c(S(=O)(=O)N3CCCC3)c2)cc1	6	-11
CC1(C(=O)N/N=C/c2c(F)c(F)c(F)c(F)c2F)CC1(Cl)Cl (stereo not given)	0	16
COc1ccc(-c2nc(CSCC(=O)NCc3ccco3)c(C)o2)cc1	4	-26
Cc1ccc(NC(=O)COC(=O)c2cc(C)nc3ccccc23)c([N+](=O)[O-])c1	8	-3
Cc1cccc(NC(=O)c2nc[nH]c2C(=O)N[C@@H](Cc2ccccc2)C(=O)OC(C)(C)C)c1	-27	-3
CCNC(=S)N1CCNC(=O)C1CC(=O)OC (stereo not given)	-7	2
O=C(Cn1cc(C(=O)C2CC2)c2ccccc21)NCc1ccc2c(c1)OCO2	-3.1*	51*
COc1cc(O)ccc1C(=O)CCc1ccc(O)cc1	8	-9
CCOC(=O)C1=C(CC)Nc2ccccc2N=C1NC(=O)c1ccc(S(=O)(=O)N2CCCC2)cc1	0	-5
COc1ccc(OC)c(S(=O)(=O)N2CCC(C(=O)NC(C)c3ccccc3)CC2)c1 (stereo not given)	11	-77
O=S(=O)(Nc1nc2ccccc2[nH]1)c1ccc(Cl)cc1	-3	-28
NC1=NC[C@H](Cc2ccc(O)cc2)N1CCCCC1CCCCC1	-7	1
COc1ccccc1/C=C/C(=O)Nc1cccnc1	-19	14
CCOc1ccc(S(=O)(=O)N2CCC(C(=O)NCC(=O)Nc3cccc(Cl)c3C)CC2)cc1	5	1
CC(C)(C)NC(=O)Nc1ccc2nccnc2c1	-5	18
Cc1onc(-c2ccc(Cl)cc2Cl)c1-c1csc(N/N=C/c2ccccc2)n1	-8.7*	61*
Nc1nnc(SCCN2C(=O)c3ccccc3S2(=O)=O)s1	1	-10
O=C(O)CC(c1ccc(Cl)cc1)N1C(=O)CCC1=O (stereo not given)	3	-12
COc1ccc(C2=NO[C@@H]3C(=O)N(c4ccc(C)cc4C)C(=O)[C@H]23)cc1OC	-8	-2
COc1ccc(Nc2nc(-c3ccc(OC)cc3)cs2)cc1	12	7
c1ccc(-c2ccc(CN3C[C@@H]4C(c5ccccc5)C5(c6ccccc6)CC4(C5)[C@H]3c3ccccc3)cc2)cc1 (stereo not given in full)	6	-14

# Screening results: PubChem, Sanford-Burnham Center for Chemical Genomics

# The list is partial. The share of hits here may be higher or lower than overall.
